# ATXN2 expr inh = ATXN2 expression inhibition; HEK-293 ATXN2-luciferase reporter, luminescence, 24 h; Potency, µM (doses to about 57 µM), for the others: at the top dose activity change, negative = inhibition, actives largely listed as inhibitors; 360,000 compounds, 0.72% hits; AID 1745845; also: potency is read from the fitted curve at half-maximal effect; % is scaled to controls: 0 for no effect and ±100 for the full control effect; nearly all actives have a fitted effect of over 55% in size
#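 ATXN2-luciferase reporter cells (luciferase flanked by upstream and downstream ATXN2 gene portions) were treated 24 h at 37 °C with compounds at up to 57 uM. SteadyGlo luminescence gave expression; GF-AFC fluorescence gave viability.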
# WRN helicase inh = blocks human WRN helicase; Q14191; Potency, µM (highest dose often 114 µM), for inactives: top-dose activity change, negative = inhibition, most hits filed as inhibitors; 360,000 compounds, 0.46% hits; WRN helicase unwinding, fluorescent forked duplex, kinetic; also: potency is read from the fitted curve at half-maximal effect; % is scaled to controls: 0 for no effect and ±100 for the full control effect; nearly all actives have a fitted effect of over 55% in size
# Target sequence (Q14191 whole entry, looked up): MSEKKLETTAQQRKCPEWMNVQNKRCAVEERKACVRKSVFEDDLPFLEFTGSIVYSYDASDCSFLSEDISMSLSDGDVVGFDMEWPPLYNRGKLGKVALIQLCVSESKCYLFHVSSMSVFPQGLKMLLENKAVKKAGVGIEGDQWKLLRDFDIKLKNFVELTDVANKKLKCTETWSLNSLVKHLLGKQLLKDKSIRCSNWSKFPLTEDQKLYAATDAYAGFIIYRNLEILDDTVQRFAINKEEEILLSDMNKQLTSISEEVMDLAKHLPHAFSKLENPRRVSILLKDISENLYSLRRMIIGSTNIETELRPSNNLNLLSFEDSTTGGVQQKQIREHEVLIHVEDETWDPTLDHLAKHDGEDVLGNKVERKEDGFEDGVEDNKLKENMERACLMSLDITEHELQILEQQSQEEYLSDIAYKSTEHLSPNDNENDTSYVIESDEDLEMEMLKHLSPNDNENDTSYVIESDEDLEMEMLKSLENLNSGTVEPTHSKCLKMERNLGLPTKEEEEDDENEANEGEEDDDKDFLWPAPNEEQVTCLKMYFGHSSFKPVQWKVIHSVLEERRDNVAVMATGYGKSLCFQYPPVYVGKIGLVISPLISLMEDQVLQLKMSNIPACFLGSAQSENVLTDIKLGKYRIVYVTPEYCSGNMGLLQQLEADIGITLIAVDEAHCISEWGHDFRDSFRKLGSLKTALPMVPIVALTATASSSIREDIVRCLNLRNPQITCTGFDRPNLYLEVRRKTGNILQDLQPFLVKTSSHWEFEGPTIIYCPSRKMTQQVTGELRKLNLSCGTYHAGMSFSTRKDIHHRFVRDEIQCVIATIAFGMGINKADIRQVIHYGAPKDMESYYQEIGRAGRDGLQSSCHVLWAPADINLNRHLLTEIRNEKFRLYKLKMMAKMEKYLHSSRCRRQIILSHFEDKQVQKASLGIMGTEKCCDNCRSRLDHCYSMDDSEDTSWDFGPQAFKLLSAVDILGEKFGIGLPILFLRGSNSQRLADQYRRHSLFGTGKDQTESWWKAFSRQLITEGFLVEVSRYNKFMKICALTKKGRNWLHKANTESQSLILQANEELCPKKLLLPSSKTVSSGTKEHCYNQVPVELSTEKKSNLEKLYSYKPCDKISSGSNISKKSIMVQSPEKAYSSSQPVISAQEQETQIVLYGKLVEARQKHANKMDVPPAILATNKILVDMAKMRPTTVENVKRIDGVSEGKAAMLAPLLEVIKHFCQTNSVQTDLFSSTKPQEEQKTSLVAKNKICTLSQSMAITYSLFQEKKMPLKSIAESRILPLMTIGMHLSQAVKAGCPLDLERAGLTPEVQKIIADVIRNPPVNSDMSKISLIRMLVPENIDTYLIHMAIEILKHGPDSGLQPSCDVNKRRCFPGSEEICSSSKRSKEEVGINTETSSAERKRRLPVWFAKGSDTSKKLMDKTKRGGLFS
#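 WRN at 20 nM final was preincubated with compound for 15 min at room temperature; reaction started with 100 nM forked duplex oligonucleotide carrying fluorophore and quencher plus 2 mM ATP (final). Unwinding followed kinetically by red fluorescence (ex 525/em 598 nm).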
# MCF10A rerep = induces DNA re-replication in MCF 10a normal breast cells; 350,000 compounds, 2.9% hits; MCF 10A DNA re-replication, Hoechst nuclear intensity, 48 h; Potency, µM (doses to about 46.1 µM), for inactives: top-dose activity, positive = re-replication, most hits filed as activators; AID 624296; also: potency is read from the fitted curve at half-maximal effect; % of control where 0% means no effect; nearly all actives have a fitted effect of over 50% in size
# SW480 rereplic = DNA re-replication induction in SW480 cells; SW480 DNA re-replication, Hoechst DNA content imaging, 48 h; 340,000 compounds, 1.8% hits; Potency, µM (doses to about 46.1 µM), for inactives: at the highest dose re-replication activation, hits mostly activators; also: potency is read from the fitted curve at half-maximal effect; % of control where 0% means no effect; nearly all actives have a fitted effect of over 55% in size
#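 Readout is total intensity of Hoechst-stained nuclei, excited at 405 nm and collected at 500-530 nm. Compound treatment lasted 48 hr at 37 C in 5% CO2 before staining.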
# HT1080 IDH1KD tx = kills HT-1080 cells with IDH1 knockdown; Potency, µM (top dose mostly 46.1 µM), for the others: at the highest dose activity, negative = toxicity, actives largely listed as cytotoxic; 360,000 compounds, 2% hits; HT-1080 IDH1 knockdown viability, ATP luminescence, 48 h;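 also: potency is read from the fitted curve at half-maximal effect; 0% = DMSO wells and -100% = cell-free medium wells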
#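 % activity derives from luminescence (CellTiter-Glo), normalised to DMSO and no-cell wells. HT-1080-IDH1KD cells, 750/well, had 48 h compound exposure at 37 °C.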
# KB-V1 cytotox = kills drug-selected multidrug resistant KB-V1 cells | KB-V1 MDR cells viability, CellTiter-Glo, 72 h | 400,000 compounds, 3.4% hits | AID 1347076 | Potency, µM (top dose mostly 46.1 µM), for inactives: top-dose activity change, negative = cytotoxicity, usual class: cytotoxic; also: potency is read from the fitted curve at half-maximal effect; % is scaled to controls: 0 for no effect and ±100 for the full control effect; nearly all actives have a fitted effect of over 60% in size
#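 Following 72 h at 37 degrees C with compound, KB-V1 cell viability was read by CellTiter-Glo luminescence, medium being phenol-red-free DMEM plus 10% FBS; concentration-response parameters came from normalized, curve-fitted qHTS data.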
# HT1080-NT tox = kills 2HG-producing HT-1080-NT fibrosarcoma cells; HT-1080-NT fibrosarcoma viability, CellTiter-Glo ATP luminescence, 48 h; Potency, µM (highest dose often 46.1 µM), for inactives: at the highest dose activity, negative = less viability, most hits filed as cytotoxic; 360,000 compounds, 1.6% hits; AID 686970;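 also: NT is the 2HG producing partner of a matched IDH1 knockdown line; potency is read from the fitted curve at half-maximal effect; 0% = DMSO-treated cells and -100% = media-only wells without cells; nearly all actives have a fitted effect of over 55% in size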
#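 Toxicity toward the 2HG-producing NT line was scored as %Activity, normalised to DMSO and no-cell wells, from CellTiter-Glo luminescence after 48 hours' treatment.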
# IL1B secr inh = blocks inflammasome-driven IL-1 beta release; THP-1 LPS/ATP IL-1B secretion, AlphaLISA, 16 h; stronger effect = lower value; activity change, % at 57.5 µM; 360,000 compounds, 4.7% hits; AID 743279; in the data active = activity change below about -50%; inconclusive = mostly about -30% to -49%; also: % is scaled to controls: 0 for no effect and ±100 for the full control effect
#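 Secreted IL-1B measured by AlphaLISA bead assay after 16 h compound exposure of THP-1 cells; compounds (final up to 57.5 uM) added 1 h before LPS (250 ng/mL) and ATP (1.25 mM) stimulation; lower signal means less secretion.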
# KB-3-1 tox = KB-3-1 parental cell cytotoxicity. KB-3-1 viability, CellTiter-Glo ATP luminescence, 72 h. Potency, µM (highest dose often 46.1 µM), for the others: at the highest dose activity change, negative = cytotoxic, usual class: cytotoxic. 400,000 compounds, 1.4% hits; also: potency is read from the fitted curve at half-maximal effect; % is scaled to controls: 0 for no effect and ±100 for the full control effect; nearly all actives have a fitted effect of over 60% in size
#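 Here the drug-naive KB-3-1 line serves as comparator for MDR sub-line selectivity; cells received compound titrations, 72 h at 37 °C, then CellTiter-Glo readout.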
# Active calls of the source: *; ? = inconclusive; / = no result given; [ ] = another dose, or the depositor's remark. Unless noted, calls follow the shape of the dose curve; as a rule, active = well fitted curve in the direction sought with a large enough effect; inconclusive = small, poorly fitted or top-dose-only effect, or another doubt; inactive = no such curve, though single readings can be large; an effect the other way counts as inactive or inconclusive.
SMILES	SW480 rereplic	IL1B secr inh	HT1080-NT tox	HT1080 IDH1KD tx	KB-V1 cytotox	ATXN2 expr inh	KB-3-1 tox	MCF10A rerep	WRN helicase inh
Cc1csc(=NC(=O)c2ccccc2)n1CCO	-3.6%	8.4	23.0%	11.6%	-0.2%	-17.7%	1.6%	-0.7%	2.9%
O=C(Nc1cccc(C(=O)N2CCCC2)c1)c1ccccc1	-8.2%	3.3	2.2%	1.0%	-24.0%	12.6%	6.8%	4.6%	-4.9%
O=C(Nc1cc(Cl)ccc1O)C1CC(c2ccccc2Cl)=NO1 (stereo not drawn)	-1.5%	-12.7	6.3%	0.3%	-15.9%	/	-4.4%	3.8%	-11.0%
Nc1cc(N2CCCCC2)c(Cl)cc1[N+](=O)[O-]	16.5%	5.0	-4.8%	-12.7%	?	-5.0%	?	?	5.6%
CCC1(c2ccccc2)NC(=O)N(CC(=O)NNC(=O)CCN2CCN(c3ccccc3)CC2)C1=O (stereo not drawn)	-6.4%	1.0	9.7%	8.4%	3.1%	4.5%	20.8%	-4.4%	10.6%
Cc1ccccc1Cn1c([N+](=O)[O-])cnc1C	16.7%	24.4	-1.9%	1.6%	8.9%	-18.2%	4.7%	1.1%	3.5%
CCCCc1c(O)nc(SCC(=O)NCC2CCCO2)[nH]c1=O (stereo not drawn)	-3.3%	24.9	17.8%	24.1%	?	1.2%	14.6%	0.5%	-4.3%
C=CC[C@H](CC(=O)NCCO)C(=O)N[C@H](COC(=O)[C@@H](CC=C)Cc1ccc(F)cc1)C(C)(C)C	0.8%	-10.1	-4.2%	0.4%	-8.5%	-6.6%	-1.4%	?	-1.7%
Cc1csc(NC(=O)c2ccc(COc3ccccc3)o2)n1	27.7%	12.2	-22.5%	?	0.5%	0.3%	-2.7%	?	-4.5%[57.1 µM]
C/C(CC(=O)NC1CCCC1)=N\NC(=O)C1CCCCC1	1.1%	17.6	5.3%	4.7%	-3.2%	-9.4%	-5.8%	-45.5%[inhibitor]	-2.2%
Cc1ccc(NC(=O)c2cc(S(=O)(=O)N3CCCCC3)c[nH]2)cc1C	-1.4%	-6.1	21.8%	-4.2%	?	-5.7%	21.2%	2.0%	-2.2%
COc1cccc(C2/C(=C(/O)c3ccc4c(c3)CC(C)O4)C(=O)C(=O)N2CCCn2ccnc2)c1 (stereo not drawn)	6.1%	5.3	-0.2%	27.0%	?	-3.2%	20.2%	-5.0%	-9.9%
COc1ccccc1OCCC(=O)Nc1ccc2c(c1)OCO2	-10.0%	-3.1	-3.5%	3.2%	8.4%	/	-2.6%	0.3%	0.8%
Cc1[nH]c(=O)[nH]c(=O)c1S(=O)(=O)Nc1ccc(Cl)c([N+](=O)[O-])c1	-3.5%	-2.1	2.2%	5.2%	6.3%	-5.7%	-1.5%	-0.1%	2.7%
C=CCNC(=O)/C(=C/c1cccc([N+](=O)[O-])c1)NC(=O)c1ccccc1	-12.1%	30.5	14.3%	12.1%	3.5%	-5.7%	1.1%	2.6%	-2.3%
COc1ccc([N+](=O)[O-])cc1NC(=O)CC(c1ccccc1)c1ccccc1	-4.7%	16.6	-8.9%	-0.3%	-2.6%	-0.1%	-3.3%	-1.3%	-5.1%
CC1=C/C(=C(/c2ccc(O)c(C)c2)c2ccccc2S(=O)(=O)O)C=CC1=O	-9.4%	-28.4	6.2%	1.8%	29.9%	-15.3%	0.5%	-0.9%	-20.1%
Cc1cc(C)n2c(NC3CCCC3)c(-c3ccc(F)cc3)nc2n1	/	20.0	12.5%	2.5%	0.0%	12.4%	-13.4%	/	2.8%
CN(C(=O)c1cccc(NC(=O)Cc2ccc(NC(=O)C3CCCN(C(=O)CCc4ccccc4)C3)cc2)c1)C1CC1 (stereo not drawn)	1.1%	11.0	-0.9%	2.7%	9.8%	-6.5%	?	4.9%	2.3%
O=c1c(CN2CCN(c3cccc(Cl)c3)CC2)coc2c(Cl)cc(Cl)cc12	-17.5%	-7.4	2.6%	-3.1%	?	3.3%	-7.7%	-5.6%	?
CC(=O)Nc1ccc(SCC(=O)c2cc(C)n(-c3ccccc3)c2C)cc1	-1.9%	-8.6	4.4%	0.8%	?	30.6%	-2.2%	0.3%	?
COCCNc1cc(C)nc2ccccc12	-5.3%	-25.7	-4.6%	-1.5%	-14.7%	-2.6%	-3.4%	13.8%	-32.3%
Cc1ccc2nc(C(C)(C)C)c(Cc3ccccc3C(F)(F)F)n2c1	/	-8.5	?	?	-0.6%	?	-0.1%	/	-6.1%
COC(=O)C1=C(C(=O)c2ccc(C)cc2)C(c2ccc(O)c(OC)c2)n2nnnc2N1 (stereo not drawn)	-6.2%	8.0	-0.7%	22.8%	-3.7%	1.1%	11.1%	-0.4%	-2.2%
COc1cc(CNCc2ccccn2)ccc1OCc1c(Cl)cccc1Cl	?	?	?	?	?	-20.6%	-16.2%	?	1.9%
Cc1cc(Br)ccc1NC(=O)CN(C)C(=O)C1=COCCO1	-0.1%	3.4	8.3%	0.0%	-10.9%	/	5.1%	6.3%	-2.9%
COc1ccc(CN(C)C(=O)c2cnc(OC)cc2C(F)(F)F)c(OC)c1	4.7%	10.8	9.1%	0.3%	-24.3%	-6.1%	-2.6%	-6.1%	5.1%
CC1(C(=O)NS(=O)(=O)c2ccccc2OC(F)(F)F)CCN1C(=O)c1ccccc1 (stereo not drawn)	/	-2.4	1.2%	15.7%	2.7%	1.6%	0.0%	/	-9.2%
CCCN(CC(=O)Nc1ccc(C(N)=O)cc1)CC(=O)Nc1ccc(F)c(F)c1F	-8.8%	6.6	11.3%	-1.6%	-6.5%	/	-2.7%	-5.0%	4.5%
Cc1ccc(C(=O)NCCc2csc(-c3cccnc3)n2)cc1	-12.2%	0.0	-3.6%	12.6%	-1.1%	-1.1%	8.5%	-1.9%	5.8%
Cc1ccc(CNC(=O)c2sc3nc4c(c(C(F)(F)F)c3c2N)CCC4)cc1	2.0%	6.7	7.0%	23.8%	?	2.7%	-1.6%	9.9%	-5.8%
C=CCSc1nnc(-c2ccc([N+](=O)[O-])cc2)o1	-0.3%	24.4	16.3%	-5.2%	?	/	1.7%	-10.9%	2.9%
CCOC(=O)c1[nH]c2ccc(OC)cc2c1NS(=O)(=O)c1ccc(Cl)s1	3.0%	-10.8	-13.1%	-16.0%	-22.8%	-28.2%	-14.8%	10.4%	6.4%
OCCOc1ccc(CN2CCCC(N3CCN(c4ccc(F)cc4)CC3)C2)cc1 (stereo not drawn)	-15.6%	0.0	-3.7%	6.0%	-4.0%	-15.9%	-2.0%	9.6%	2.2%
COc1ccc(C(=O)Nc2ccccc2C(=O)NC(C(=O)NCc2ccco2)C(C)C)cc1 (stereo not drawn)	-2.9%	35.4	5.6%	-13.3%[9.24 µM]	?	?	?	-0.6%	-7.7%
O=C(NCc1ccccn1)Nc1ccc(F)cc1F	-4.5%	-11.4	-1.8%	-1.5%	21.2%	6.2%	3.6%	-1.6%	-0.7%
Cc1cc(-c2nnc3n2N=C(C(C)(C)C)CS3)n[nH]1	-5.4%	-19.6	2.2%	21.2%	4.5%	-7.4%	9.7%	18.0%	3.7%
COc1ccc(CCNC(=O)c2cc(-c3ccncc3)nc3c(Cl)cccc23)cc1OC	-6.8%	-2.6	-7.8%	1.2%	23.1µM*	-4.4%	-3.8%	4.9%	2.9%
C/C(CC(=O)Nc1ccc2c(c1)OCO2)=N\NC(=O)c1ccc(N)cc1	23.1%	7.8	-11.4%	-7.3%	13.5%	-8.6%	12.7%	-0.8%	-7.9%
CN(C)c1ccc(-c2ccnc3c2CC(C)(C(=O)NCC2CC2)O3)cc1 (stereo not drawn)	/	19.9	9.8%	0.7%	-10.8%	-15.8%	-2.4%	/	-7.5%
CC(C)N1C[C@@]23C=C[C@@H](O2)C(C(=O)OCc2ccccc2)[C@H]3C1=O (stereo partly drawn)	6.5%	8.0	4.5%	12.5%	-8.1%	-9.1%	8.5%	-0.4%	4.7%
CCOC(=O)CC1C(=O)NCCN1c1nc2c(C)cccn2c(=O)c1/C=C1\SC(=S)N(C(C)CC)C1=O (stereo not drawn)	-121.1%[inhibitor]	-79.5*	-1.9%	17.8%	?	0.0%	?	?	81.2%[activator]
O=C(O)c1ccc(-c2nnc(-c3ccc([N+](=O)[O-])cc3)o2)cc1	14.7%	20.3	18.5%	4.5%	0.3%	/	-16.8%	-0.8%	1.9%
CC(C)(C)[C@H]1COC(=O)[C@@H](Cc2ccc(F)cc2)C/C=C\C[C@@H](CC(=O)N[C@H](CO)Cc2ccccc2)C(=O)N1	7.4%	-10.6	-4.1%	-7.7%	-4.6%	?	-19.3%	?	-3.4%
O=C(NCc1nc(-c2ccc(C(F)(F)F)cc2)no1)Nc1ccc(OC(F)(F)F)cc1	?	-90.1*	25.9µM*	?	?	?	?	?	-19.3%
Cc1ccc(NC(=O)CCCN2C(=O)NC(C)(C)C2=O)cc1	-3.2%	1.2	9.6%	8.3%	-6.3%	0.0%	8.9%	-3.1%	-6.7%

# An excerpt from above with just IL1B secr inh, MCF10A rerep and KB-3-1 tox:
SMILES | IL1B secr inh | MCF10A rerep | KB-3-1 tox
Cc1cc(Br)ccc1NC(=O)CN(C)C(=O)C1=COCCO1 | 3.4 | 6.3% | 5.1%
COc1ccc(CN(C)C(=O)c2cnc(OC)cc2C(F)(F)F)c(OC)c1 | 10.8 | -6.1% | -2.6%
